# Screening results from PubChem.
# CRFR2-BP ag – agonists of CRF-BP/CRF-R2 complex, primary screen, cell-based, HEK293, calcium dye fluorescence, uHTS; calcium dye fluorescence (FLIPR); percent of saturating CRF peptide response; activation, % at 13.2 µM; 350,000 compounds, 0.46% hits; AID 588473, 2011;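 active = activation of at least 50%, plus an integration ratio under a set limit after plate pattern correction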;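 note: plate controls were neutral control wells without compound for no effect and CRF at EC100 for full effect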
# M5 antag – human M5 muscarinic receptor antagonists, primary screen, CHO cells, Fluo-8 calcium fluorescence; 360,000 compounds, 0.59% hits; inhibition, % at 3 µM; CHO-hM5 cells, ACh EC80;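 active = inhibition above a per-plate cutoff, the mean of that plate's test compounds plus 3 SD, cut at about 27% in these data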;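 note: 0% = acetylcholine EC80 with DMSO and 100% = DMSO without agonist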
# Target sequence (P08912 whole entry, looked up): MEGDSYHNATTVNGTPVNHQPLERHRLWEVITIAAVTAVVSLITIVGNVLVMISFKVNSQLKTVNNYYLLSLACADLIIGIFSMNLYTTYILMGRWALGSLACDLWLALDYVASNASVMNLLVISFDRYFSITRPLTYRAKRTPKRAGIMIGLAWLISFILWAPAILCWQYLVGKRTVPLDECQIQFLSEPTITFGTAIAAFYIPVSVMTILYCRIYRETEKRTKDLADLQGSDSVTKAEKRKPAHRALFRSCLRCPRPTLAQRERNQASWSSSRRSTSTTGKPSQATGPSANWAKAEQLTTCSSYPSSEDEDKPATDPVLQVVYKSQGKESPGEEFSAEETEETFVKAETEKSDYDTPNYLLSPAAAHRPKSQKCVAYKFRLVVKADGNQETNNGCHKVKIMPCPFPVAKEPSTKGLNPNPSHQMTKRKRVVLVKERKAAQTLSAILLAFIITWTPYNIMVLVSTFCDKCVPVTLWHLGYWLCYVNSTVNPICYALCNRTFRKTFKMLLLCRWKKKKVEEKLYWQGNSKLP
# TAAR1 agonist – human TAAR1 agonists, primary screen, Fluo-8 calcium fluorescence, CHO RD-HGA16 cells; Trace amine-associated receptor 1 (Homo sapiens), Q96RJ0; vehicle wells 0%, saturating PEA agonist 100%; activation, % at 3 µM; 360,000 compounds, 0.99% hits;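 active = activation above the mean activation of all test compounds in the run plus 3 SD, cut at about 38% in these data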
# Target sequence (Q96RJ0 whole entry, looked up): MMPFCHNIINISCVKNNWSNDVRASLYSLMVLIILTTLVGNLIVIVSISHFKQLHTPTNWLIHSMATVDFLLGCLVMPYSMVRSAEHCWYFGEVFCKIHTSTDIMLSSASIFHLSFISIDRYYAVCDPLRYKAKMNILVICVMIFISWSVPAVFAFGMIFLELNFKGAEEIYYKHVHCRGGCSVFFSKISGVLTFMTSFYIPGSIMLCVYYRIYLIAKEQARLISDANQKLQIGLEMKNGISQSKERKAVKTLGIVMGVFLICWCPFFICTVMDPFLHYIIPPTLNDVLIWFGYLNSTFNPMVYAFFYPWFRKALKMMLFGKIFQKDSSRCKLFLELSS
#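 System: CHO-derived RD-HGA16 cells with stable Gα16 and human TAAR1. Times: 17-24 h plating, Fluo-8 75 min 37 °C, 30 min RT. Measured by: calcium-sensitive Fluo-8 signal, excitation 470-495, emission 515-575 nm. Read-out basis: % activation relative to PEA EC100 response. Control set: DMSO and PEA EC100. Repeats: no replicates (n 1).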
# CHRM5 agonist – human M5 muscarinic receptor agonists, primary screen, CHO-K1 cells, Fluo-8 calcium fluorescence | AID 624037, 2012 | Muscarinic acetylcholine receptor M5 (Homo sapiens), P08912 | activation, % at 3 µM | 360,000 compounds, 0.19% hits | CHO-K1 hM5 cells; 0% DMSO wells, 100% maximal acetylcholine response;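 active = activation above the run's mean over test compounds plus 3 SD, cut at about 23% in these data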;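 note: signal is peak over basal fluorescence ratio across the kinetic read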
# M5 PAM – human M5 muscarinic receptor positive allosteric modulators, primary screen, CHO-K1 cells, Fluo-8 calcium fluorescence; activation, % at 3 µM; AID 624038, 2012; 360,000 compounds, 0.3% hits; CHO-K1 hM5, ACh EC20 PAM; 0% = ACh EC20, 100% = ACh EC100; Muscarinic acetylcholine receptor M5 (Homo sapiens), P08912;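 active = activation above the run cutoff, the mean activation of all test compounds plus 3 SD, cut at about 18% in these data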
#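 Assay system: CHO-K1 hM5 cells / Incubation: Fluo-8 loading 80 min at 37 °C plus 30 min room temperature / Technique: Fluo-8 calcium dye fluorescence, kinetic read / Repeats: single replicate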
# TAAR1 antag – human TAAR1 antagonists, primary screen, Fluo-8 calcium fluorescence, CHO RD-HGA16 cells. AID 624466, 2012. antagonist. inhibition, % at 3 µM. 360,000 compounds, 1.5% hits;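 active = inhibition above a per-plate cutoff, the mean inhibition of test compounds on that plate plus 3 SD, cut at about 49% in these data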;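 note: 0% = DMSO plus EC80 beta-PEA response and 100% = DMSO alone without agonist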
#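 Test system: RD-HGA16 CHO cells with stable hTAAR1 and Gα16 / Probe or stimulus: EC80 β-phenethylamine stimulus / Times: seeding 17-24 h prior, 75-min 37 °C, 30-min RT dye loading / Detection: Fluo-8 calcium-sensitive fluorescence / Read-out basis: % inhibition scaled between DMSO and EC80 PEA controls / Repeats: singlicate, one well per test compound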
# M1 PAM parental – nonselective calcium activators in parental CHO-K1 cells, primary screen, counter-screen for M1 PAM project, cell-based, Fluo-8 calcium fluorescence, full deck, 1536-well; ATP EC20; 0% at ATP EC20, 100% at ATP max; 360,000 compounds, 0.02% hits; activation, % at 3 µM;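 active = activation above the run cutoff, the mean activation of all test compounds plus 3 SD, cut at about 40% in these data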;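 note: peak over basal fluorescence ratio in a 140 s read after ATP addition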
# CHRM4 PAM – human M4 muscarinic receptor positive allosteric modulators, primary screen, CHO-K1 cells, Fluo-8 calcium fluorescence; Muscarinic acetylcholine receptor M4 (Homo sapiens), P08173; CHO-K1 hM4/Gqi5, ACh EC20; 0% = ACh EC20, 100% = maximal ACh; activation, % at 3 µM; 360,000 compounds, 0.4% hits;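 active = activation above its plate's cutoff, the mean activation of sample wells plus 3 SD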; note: some results filed as inactive read as strong as hits
# CRFR2-BP antag – antagonists of CRF-BP/CRF-R2 complex, primary screen, cell-based, HEK293, calcium dye fluorescence, uHTS | CRF-induced calcium fluorescence | AID 588475, 2011 | inhibition, % at 11.8 µM | 350,000 compounds, 0.59% hits;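 active = inhibition of the ligand-induced calcium signal above about 50% at the single tested concentration, limit read from the data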
# Active calls of the source: *; . = not tested or not shown.
# Value order: CRFR2-BP ag	M5 antag	TAAR1 agonist	CHRM5 agonist	M5 PAM	TAAR1 antag	M1 PAM parental	CHRM4 PAM	CRFR2-BP antag
CCC(=O)Nc1ccc2c(c1)ncn2-c1ccccc1C
→ -0.1	5	14	-1	2	-7	-1	-1	-4
CN1C(=O)C(C)(C)N(C(=O)c2cccc([N+](=O)[O-])c2)c2ccccc21
→ -1.2	7	-1	-6	1	6	7	-6	-1
COc1ccc(CNC2CCSc3ccccc32)cc1OC (stereo not given)
→ 0.6	-3	0	-1	4	9	-1	-2	5
O=C(N/N=C/c1ccco1)c1cc(-c2cccs2)[nH]n1
→ 0.7	-1	0	-2	-6	5	6	-3	-17
CC[C@@]1(C(=O)OC)N[C@H](CN(C)S(=O)(=O)c2ccc(-c3ccccc3)cc2)[C@@H]2C(=O)N(Cc3ccccc3)C(=O)[C@@H]21
→ -0.2	-6	5	-2	0	9	20	4	-9
Cc1ccccc1NC(=O)CSc1nnc(-c2ccoc2C)n1CCc1ccccc1
→ -0.3	-6	5	-10	-6	-8	10	7	-5
Cc1cc(C)n2nc(C(=O)OCC(=O)Nc3ccc4c(c3)OC(F)(F)O4)nc2n1
→ -0.2	-2	2	-3	3	-4	17	4	-1
CCCCCCC(=O)NCC(=O)OCC(=O)c1ccccc1
→ -0.3	2	-1	0	0	-20	15	0	-12
Cc1cc(NC(=O)CSc2nnc(C3COc4ccccc4O3)n2C)no1 (stereo not given)
→ -2.0	13	3	1	0	-8	2	-5	6
CCN(CC(=O)NCc1ccc(Cl)cc1)C(=O)COc1ccc(C)cc1C
→ -0.7	3	0	-4	-3	-26	-12	-2	12
CS(=O)(=O)N(CC(=O)N1CCCC1)c1cccc(C(F)(F)F)c1
→ -2.1	17	0	4	3	-6	10	7	1
O=C(Nc1nc(-c2cccc([N+](=O)[O-])c2)cs1)c1cccc([N+](=O)[O-])c1C(=O)O
→ 0.2	15	4	-5	-7	6	-5	12	-2
CC1(C(=O)NS(=O)(=O)c2cccc(C#N)c2)CCN1C(=O)C/C=C/c1ccccc1 (stereo not given)
→ .	0	0	0	-6	-5	5	3	.
O=C(OCC(=O)N1CCCC1=O)C1CCN(S(=O)(=O)c2ccc(Cl)c(C(F)(F)F)c2)CC1
→ -0.8	8	2	-2	-5	-5	11	3	4
Cc1ccc(Cl)c(OC(=O)c2ccc(N3CCOCC3)c([N+](=O)[O-])c2)c1
→ 2.1	-4	1	-3	-5	-4	17	-17	-2
COc1cccc(NC(=O)COc2c(F)c(F)c(C(F)(F)F)c(F)c2F)c1
→ -1.1	-5	2	-4	5	5	10	8	8
COCCn1c(-c2ccc(-c3ccc([N+](=O)[O-])cc3Br)o2)nc2c1c(=O)[nH]c(=O)n2CC(C)C
→ 17	-2	1	0	3	-1	6	3	-67
Cc1onc(-c2ccccc2Cl)c1C(=O)N1CCCC1
→ 2.3	8	0	0	0	-3	5	-3	-2
CC1C2C(c3ccccc3)N(C)C(=O)N(C)C2N(C)C(=O)N1C (stereo not given)
→ 9.7	0	3	-3	-2	6	10	3	-8
Cc1cccc(C)c1NC1=NC(=S)N(c2ccccc2)C12CCOC(C)(C)C2 (stereo not given)
→ -1.4	-1	3	-6	0	-14	14	4	-3

# Continued; the last five above are carried over.
# Value order: CRFR2-BP ag	M5 antag	TAAR1 agonist	CHRM5 agonist	M5 PAM	TAAR1 antag	M1 PAM parental	CHRM4 PAM	CRFR2-BP antag
COc1cccc(NC(=O)COc2c(F)c(F)c(C(F)(F)F)c(F)c2F)c1
→ -1.1	-5	2	-4	5	5	10	8	8
COCCn1c(-c2ccc(-c3ccc([N+](=O)[O-])cc3Br)o2)nc2c1c(=O)[nH]c(=O)n2CC(C)C
→ 17	-2	1	0	3	-1	6	3	-67
Cc1onc(-c2ccccc2Cl)c1C(=O)N1CCCC1
→ 2.3	8	0	0	0	-3	5	-3	-2
CC1C2C(c3ccccc3)N(C)C(=O)N(C)C2N(C)C(=O)N1C (stereo not given)
→ 9.7	0	3	-3	-2	6	10	3	-8
Cc1cccc(C)c1NC1=NC(=S)N(c2ccccc2)C12CCOC(C)(C)C2 (stereo not given)
→ -1.4	-1	3	-6	0	-14	14	4	-3
COc1ccc(NC(=O)C(=O)NNC(=O)c2cccs2)c(OC)c1
→ -5.2	-2	8	0	8	-16	7	8	75*
OC(COc1ccc(Cl)cc1)CN1CCN(c2cccc(Cl)c2)CC1 (stereo not given)
→ 0.7	12	3	-2	-11	-5	6	-3	-2
O=C(OCc1ccccc1)c1cccc(-c2nnc(-c3ccccc3)o2)c1
→ -1.8	0	2	1	2	21	3	-4	-3
Cc1cc(C(=O)Nc2ccccc2C)c2ccccc2n1
→ -0.2	15	-1	-6	-5	5	10	0	2
Cc1cc(-c2nnc(SCC(=O)NC3CCCC3)o2)no1
→ 1.0	-4	-1	0	2	17	6	1	-7
O=C(COC(=O)c1cc(S(=O)(=O)N2CCOCC2)ccc1Cl)Nc1ccccc1Cl
→ 1.4	5	7	0	-14	6	1	-3	-2
Cc1oc(-c2ccccc2)nc1C(=O)OCC(=O)NC(C)c1ccccc1 (stereo not given)
→ -1.7	0	-1	0	2	-9	6	8	10
COc1ccccc1C(=O)N/N=C(\C)c1ccc(NC(=O)C2CC2)cc1
→ -2.1	-1	-1	-1	0	2	-15	3	7
Cc1ccc(-n2c(CNc3cccc(Cl)c3)n[nH]c2=S)cc1
→ -1.9	-8	1	-2	-3	-4	26	-4	-1
CC(C)[C@H](NC(=O)NC1CCN(Cc2ccccc2)CC1)C(=O)O
→ -2.2	4	-4	-4	-5	8	8	1	1
Cc1nn(C)cc1CNCc1c(C(=O)N2CCCCC2)nc2c(C)cccn12
→ 0.0	1	9	-3	-4	10	0	10	-28
COc1cc2oc(=O)cc(CN3CCOCC3)c2cc1Cl
→ .	-11	2	1	4	-6	7	5	.
COc1ccc(OC)c(-c2cc(C(=O)Nc3c(C)nn(Cc4ccccc4Cl)c3C)no2)c1
→ -0.5	3	2	-3	-2	-17	21	-8	12
CCCCN(CC)S(=O)(=O)c1ccc(C(=O)N(CCCN(C)C)c2nc3cc(C)cc(C)c3s2)cc1
→ 3.2	2	19	-8	-6	-1	20	-12	-41
C=C(CCO)C1=CCN(S(=O)C(C)(C)C)[C@@H]1CCO (stereo not given in full)
→ -3.1	-2	3	0	1	8	25	6	4
CCC(CC)C(=O)NCCCN1CCOCC1
→ -0.3	-8	1	2	6	14	-5	4	5
O=C(Nc1ccc(S(=O)(=O)N2CCOCC2)cc1)C1CC(=O)N(c2ccc(F)cc2)C1 (stereo not given)
→ 3.0	-8	-5	1	5	7	1	0	-8
O=C(CCc1ccccc1)NC1(Cc2ccccc2)CCN(CCc2cccs2)C1=O (stereo not given)
→ -1.2	13	23	-1	-10	22	17	-3	-9
O=CNCc1nc2ccccc2n1CCc1ccccc1
→ -2.2	-2	2	-2	6	-9	-4	5	-3
COc1ccccc1-c1oc2ccccc2c1C#CCCO
→ -1.0	6	11	-2	2	19	3	4	4
O=C(Nc1nc(-c2ccc(F)cc2)cs1)c1cccc(N2C(=O)CCC2=O)c1
→ -2.6	5	13	10	-8	18	9	-14	7
Nc1n[nH]c(=S)n1/N=C1/C(=O)Nc2ccccc21
→ -2.2	14	1	4	0	-3	6	0	14
COC(=O)c1ccc(CNC(=O)Cn2cnc3c(NCc4ccccc4)ncnc32)cc1
→ 2.9	-8	16	8	2	-18	23	5	6
Cc1ccc(CN2CCNC(=O)C2CC(=O)NCCCn2nnc3ccccc32)cc1 (stereo not given)
→ -0.1	-1	0	0	0	-6	13	4	2
CCOC1=C2[C@@H](CN(S(=O)(=O)c3ccccc3C)[C@H]2c2ccc(Cl)cc2)[C@H]2C(=O)N(c3ccccc3)C(=O)[C@H]2C1
→ .	-6	1	1	4	-3	11	-5	.
CC1CCc2c(sc3nc(SCC(=O)O)n(-c4ccccc4)c(=O)c23)C1 (stereo not given)
→ 1.2	6	2	-2	-2	-12	-5	4	1
COc1ccc(-c2nc3ccccc3n2Cc2ccccc2)cc1
→ 2.6	7	2	-10	-6	0	-10	-4	-6
COc1ccccc1C(=O)Oc1ccc(C(C)(C)C)cc1
→ 3.1	17	12	-10	26*	39	21	-2	1
COc1cccc(CNC(=O)CCCN2C(=O)C(c3ccccc3)Oc3cccnc32)c1OC (stereo not given)
→ -2.5	9	2	-2	-7	-18	-7	-7	11
Cn1nc(C(=O)NCc2ccccn2)c2ccccc2c1=O
→ -0.2	-2	4	2	2	-3	15	2	-14
Cc1cc(C)c2nc(Cl)c(CN(Cc3ccco3)C(=O)Nc3ccccc3C)cc2c1
→ 0.5	3	1	-3	-7	-21	5	0	11
CC(C)(C)c1ccc(CC(=O)N2CCC2(C)C(=O)NS(=O)(=O)c2cccc(OC(F)F)c2)cc1 (stereo not given)
→ .	2	1	-1	-2	2	-5	11	.
Cc1cc(C)cc(-n2ncc3c2CCCC3NC(=O)c2cc(C)oc2C)c1 (stereo not given)
→ -0.3	-2	-2	-2	-1	-9	16	-6	21
O=C(NC(=S)Nc1ccc2oc(-c3cccnc3)nc2c1)c1cccc(Cl)c1
→ 4.2	0	-1	-1	0	-5	4	11	15
COC(=O)[C@]1(Cc2ccccc2)N[C@H](c2ccc(-c3ccc4c(c3)OCO4)cc2)[C@@H]2C(=O)N(C)C(=O)[C@@H]21
→ 4.5	3	4	4	4	1	8	8	-11
Cc1cc(N2CCN(C)CC2)nc2ccc(NC(=S)N3CCCCCC3)cc12
→ -1.4	3	0	-1	3	-19	15	-8	4
CC(C)C[C@@H](CN1CCC[C@@H]1CN1C(=O)C(=O)NC[C@@H]1Cc1ccccc1)N1C[C@H](Cc2ccc(O)cc2)N(CC2CCCCC2)C(=O)C1=O
→ 1.5	-4	0	0	-6	-1	9	1	-12
O=C(COc1ccc(Cl)cc1Cl)Nc1ccc(CN2CCCCC2)cc1
→ 25	1	51*	-5	-7	7	11	-19	-35
Cc1nc(Nc2cccc(Cl)c2)c2oc3ccccc3c2n1
→ 1.0	5	-2	-6	-7	1	3	-4	-35
Cc1cccc2sc(N(CCCN(C)C)C(=O)COc3ccc(Cl)cc3)nc12
→ 4.6	2	29	-2	13	16	4	5	-22
COc1ccc(C(=O)CSc2nnc(-c3ccccc3)o2)cc1
→ 13	-2	9	-1	1	15	20	6	22
